DENV2 CPE rescue: inhibitors of DENV2 cytopathic effect, primary screen, cell-based, plate reader, single concentration; 350,000 tested, 1.7% active; DENV2-infected cells, cytopathic effect rescue; CPE inhibition, % at 9.99 µM; AID 651640, 2012; in the data active = CPE inhibition above about 20%, passing the limit was not always enough; inconclusive = no clear call, values can overlap the other calls; tested in BHK-21 cells;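 note: 0% = median of neutral control wells and 100% = median of positive control wells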
GSIS activator: GLuc luminescence reporter in INS-1E cells, primary screen for activators of glucose-dependent secretion of insulin; activation, % at 16.6 µM; 370,000 tested, 0.61% active; AID 743287, 2014; INS-1E GLuc reporter insulin secretion, 2-3 h;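 active = lowest replicate activation of at least 40%, so every replicate reaches that level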;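 note: 0% = median of neutral control wells and 100% = median of IBMX positive control wells; some compounds called inactive have numbers as strong as hits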
PAX8 inh HTS: inhibitors of PAX8-driven TPO luciferase reporter, primary screen, RMG-I cells, single concentration; SteadyGlo, 24 h; inhibition, % at 12.6 µM; 360,000 tested, 1.2% active;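 active = mean replicate inhibition at least 60% with every replicate also reaching 60%; inconclusive = only one of the two criteria is met; inactive = mean below 60% and not all replicates reaching 60%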;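 note: luciferase light reporting Pax8 driven TPO promoter activity; plate controls were median of neutral control wells for no effect and mitoxantrone controls for full effect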
EWS-Fli block: EWS/Fli-driven NR0B1 reporter inhibitors, primary screen, A673 cells, NR0B1 luciferase, luminescence, MLPCN library | viability-normalised | inhibition, % at 12.6 µM | 350,000 tested, 0.67% active;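 active = mean inhibition of at least 50% after viability correction, with every replicate also passing that limit; inconclusive = mean reaches 50% but only one of two replicates passes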;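 note: firefly luciferase signal divided by Alamar Blue viability fluorescence both relative to DMSO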
F508del corr: F508del CFTR correction, initial screen, CFBE line, single point. CFBE cells, YFP halide quenching; stimulated with forskolin plus potentiator P3; % fluorescence drop versus neutral controls. activity (quench increase), % at 7.58 µM. 350,000 tested, 0.36% active. AID 720511, 2013;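 active = mean added fluorescence quench of at least 8% versus neutral control, with both replicates also reaching 8%; inconclusive = only one of the mean or replicate conditions met; inactive = mean below 8% and not both replicates reaching 8%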;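 note: cells transiently co-express mutant CFTR-F508del with the halide-sensitive YFP; corrector assay measuring rescue of mutant channel to the surface after 24 h compound exposure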
miR122 inh: miR-122 Renilla sensor signal increase in Huh7, primary screen, miR-122 inhibitor project, cell-based, single point, plate reader; Huh7 miR-122 Renilla luciferase sensor, 48 h; neutral wells = 0, positive control = 100; activation (reporter increase), % at 12.5 µM; 340,000 tested, 0.3% active; AID 602342, 2012;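 active = mean replicate activation score at least 90 and every replicate individually at or above 90; inconclusive = only one of the two criteria met; inactive = neither criterion met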;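 note: higher luciferase means less miR-122 activity so hits act as miR-122 inhibitors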
FN deposition inh: inhibitors of fibronectin matrix deposition, primary screen, AH1F cells, Alexa488-fibronectin fluorescence, plate reader; AH1F fibroblasts, overnight; inhibition, % at 12.6 µM; 350,000 tested, 0.086% active;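 active = mean inhibition across replicates of 30% or more, regardless of how many single replicates reach that level; inconclusive = mean under 30% yet at least half of replicates reach 30%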;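 note: positive control wells lacked labelled fibronectin entirely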
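Test system: AH1F fibroblast monolayer depositing Alexa488-labelled fibronectin into matrix. Input: 10000 cells per well. Technique: fluorescence, ex 485 nm, em 525 nm. Buffer or medium: DMEM plus 2% serum, read in PBS. Timing: 1 h cell adhesion before compound, then overnight fibronectin incubation. Compound: single dose, pinned. Read-out basis: inhibition from reduced deposited-fibronectin fluorescence.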
The depositor's hits bear a star; ? = inconclusive; . = not tested or not shown; & = joins results of further samples; [ ] = dose if it differs, or a comment.

Results follow in this order: DENV2 CPE rescue, GSIS activator, PAX8 inh HTS, EWS-Fli block, F508del corr, miR122 inh, FN deposition inh
Cc1ccc(NC(=O)C(c2ccccc2)N2CCN(CC(=O)NC3CC3)CC2)cc1 (stereo not drawn)
  -5, -5, 3, -2, -1.0, -3, -7
COc1ccc(S(=O)(=O)Cc2ccc(C(=O)NC3CCC(C)CC3)o2)cc1 (stereo not drawn)
  -1, -40, -7, ., 0.1, 4, -1
O=C1NC(Cc2cccc(Cl)c2)COCc2cnnn2CCC1c1ccccc1 (stereo not drawn)
  -1, -6, 4, 1, ., ., 0
COc1ccc(-c2nnn(CC(=O)NC3CCCc4ccccc43)n2)cc1OC (stereo not drawn)
  ., ., -7, ., ., 1, -5
COc1ccc(-n2nnnc2SCC(=O)NCCc2ccccc2)cc1OC
  ., 16, 25, 0, 3.6, ., -6
C[C@H](CO)N1C[C@H](C)[C@H](CN(C)C(=O)Nc2ccccc2)Oc2ccc(NS(=O)(=O)c3ccc(Cl)cc3)cc2C1=O
  3, -20, -10, 8, 2.9, -7[16.7 µM], .
N#Cc1cccc(-c2ccc(C3[C@H]4CNC[C@@H]3N4Cc3cc(F)ccc3F)cc2)c1 (stereo partly drawn)
  -4&-3, 0&-2, ., ., -0.1&-2.6, ., -3&-4
CCOc1ccc(NC(=O)CCc2c(C)nn(-c3ccc(N4CCCCC4)nn3)c2C)cc1
  ?, -21, -159, -92, -3.2, -5, 15
Cc1ccc(NC(=O)CSc2nc3ccccc3c3nc4ccccc4n23)cc1
  ., 19, ., ., ., 21, -3
Cc1[nH]n(-c2ccc([N+](=O)[O-])cc2)c(=O)c1C=NCCN1CCN(C(=O)c2ccc(Br)cc2)CC1
  ., ., 15, ., ., 6, -4
C[C@@H]1CN([C@@H](C)CO)C(=O)Cc2cc(NC(=O)C3CCCCC3)ccc2O[C@@H]1CN(C)S(C)(=O)=O
  -11, -2, 12, -2, 2.0, -1[16.7 µM], .
CCN1CCc2nc(N)oc2CC1
  ?, ., -14, -1, 1.9, 1, -4
C#CCOCCOCCOCCNc1nc(N2CCN(C(=O)CCCCCCCCCCNC(=O)[C@@H](CCSC)n3cc(CCO)nn3)CC2)nc(N2CCN(C(=O)CCCCCCCCCCNC(=O)[C@@H]([C@H](C)O)n3cc(C)nn3)CC2)n1
  -1, -18, 45, 31, -0.5, -9, 7
O=c1[nH]cc(S(=O)(=O)N2CCN(c3ccc(F)cc3)CC2)c(=O)[nH]1
  -14, 3, -3, 3, -5.7, -2, 6
CCCCCn1nc(C(=O)OCc2nnc(-c3ccccc3)o2)c2ccccc2c1=O
  2, 36, -12, -4, -4.3, ., -11
COc1ccccc1N1CCN(C(=O)C2CC(=O)N(c3ccccc3)C2)CC1 (stereo not drawn)
  0, 3, 1, -4, 3.7, 2, 11
Cc1ccc(C)c(NC(=O)C(OC(=O)c2ccc(CO)cc2)c2ccccc2)c1 (stereo not drawn)
  -4, 25, 6, 0, 1.2, 5, 3
CC(C)c1ccc(N(CC(=O)NCCc2ccccc2)C(=O)c2csnn2)cc1
  10, -20, 9, -12, -0.1, -2, -4
Cc1cc(C(=O)Cn2nnc(-c3ccc(Cl)cc3)n2)c(C)n1-c1ccccc1
  -5, 2, 10, -5, ., -2, -10
Cc1ccc(S(=O)(=O)N2CCN(C(=O)COC(=O)c3cnc(C)cn3)CC2)c(C)c1
  -3, 4, -4, -3, 0.7, -1, 3
COCC(=O)Nc1ccc2c(c1)OC[C@H](C)N(C(=O)NC(C)C)C[C@H](C)[C@@H](OC)CN(C)C2=O
  5, 3, -10, ., -4.9, ., -5
COc1ccc(CCNC(=O)COC(=O)c2cc(OC)c(OC)cc2OC)cc1OC
  1, 2, -8, 2, -0.9, -1, 4
CN1c2ccc(C#Cc3cccnc3)cc2[C@@H]2[C@@H](CCN2S(=O)(=O)c2ccccc2F)[C@@H]1CO
  -18, -11, -23, 2, 1.6, 52[16.7 µM], 1
CC(=O)N1c2ccccc2Sc2ccccc21
  -3, 21, -12, 1, -2.8, -1, -3
CCCCNC(=O)Cn1c(=O)c2c(ncn2CCC(C)C)n(Cc2ccccc2)c1=O
  -1, 3, 25, 1, 0.3, -1, -7
CC1Cc2ccccc2N1C(=O)c1ccnc(C(C)(C)C)c1 (stereo not drawn)
  ., -3, ., ., ., -8, -6
COc1ccccc1-c1ccccc1[C@@H]1[C@H](C#N)N(C(=O)C2CCOCC2)[C@H]1CO
  -4, -16, ., 0, 1.5, ., 0
NC(CCc1ccccc1)c1csc(Nc2ccc(C(=O)NCCCO)cn2)n1 (stereo not drawn)
  -1, 29, ., -6, 2.8, 1, 1
Brc1ccc(CSc2nnc3ccccn23)cc1
  1, 3, 11, 22, 0.2, -5, -3
COc1ccccc1OCCC(=O)OCC(=O)NCc1ccccc1
  ., 8, -4, ., ., ., -6

Brought forward from above: two entries, then new ones.
Results follow in this order: DENV2 CPE rescue, GSIS activator, PAX8 inh HTS, EWS-Fli block, F508del corr, miR122 inh, FN deposition inh
Brc1ccc(CSc2nnc3ccccn23)cc1
  1, 3, 11, 22, 0.2, -5, -3
COc1ccccc1OCCC(=O)OCC(=O)NCc1ccccc1
  ., 8, -4, ., ., ., -6
O=C(OCc1ccccc1)c1cc(S(=O)(=O)N2CCCCC2)ccc1N1CCOCC1
  -4, -11, 2, 20, 2.2, 7, 0
CC(C)[C@H](NC(=O)N1c2ccccc2NC(=O)[C@@H]1C(C)C)C(=O)N[C@@H](Cc1c[nH]c2ccccc12)C(=O)O
  20, -5, ., 7, 0.3, 4, .
C[C@@H]1CN([C@@H](C)CO)C(=O)Cc2cc(NC(=O)Nc3ccc4c(c3)OCO4)ccc2O[C@H]1CN(C)Cc1ccc(Cl)c(Cl)c1
  1, -9, 16, 5, -3.2, -25[16.7 µM], .
CCCCCC(=O)N[C@@H](c1ccccc1)[C@@H](O)C(=O)O[C@H]1C[C@@]2(O)[C@@H](OC(=O)c3ccccc3)C3[C@](C)(C(=O)[C@H](OC(C)=O)C(=C1C)C2(C)C)[C@@H](O)C[C@H]1OC[C@@]31OC(C)=O (stereo partly drawn)
  -1, -6, ., 57*, 6.9, -2, .
CCOC(=O)N1CCN(CC(O)COc2ccc(C)cc2C(C)(C)C)CC1 (stereo not drawn)
  1, -6, 22, 4, ., ., 5
CN(c1ccccc1)S(=O)(=O)c1ccc(Cl)c(C(=O)Nc2nn[nH]n2)c1
  ., 28, -6, -9, -0.3, ., -2
COC(=O)[C@H]1Cc2cnoc2C[C@]1(C)C(=O)O
  ., 2, 6, ., ., 0, .
O=C(CCS(=O)(=O)c1cccs1)Nc1ccc(C(=O)NCc2ccccc2)cc1
  ., ., 13, ., ., -16, -4
CC1C(=O)O[C@@H]2C[C@@H](C)[C@@H]3CCC(=O)[C@@]3(C)[C@@H](O)[C@H]12 (stereo partly drawn)
  -27, -5, 9, -6, -0.1, 6, 2
C[C@@H]1CCCCO[C@H](CN(C)S(C)(=O)=O)[C@H](C)CN([C@@H](C)CO)C(=O)c2cc(NC(=O)Nc3ccccc3)ccc2O1
  2, 2, 10, -14, -1.1, 14[16.7 µM], -11
O=C(N/N=C/c1ccc(Cl)c([N+](=O)[O-])c1)c1cnccn1
  ., 25, 3, ., ., ., -2
CCN(CC)CCNc1nc2ccccc2n1C
  ., ., 0, ., ., -1, -2
CC=Cc1ccc2n(c1=O)C[C@H]1[C@H](CO)[C@@H](C(=O)N3CCc4ccccc4C3)N(C)[C@@H]21 (mixture of isomers)
  -4, 16, ., -3, 1.4, ., .
CC(C)CNC(=S)N(CCO)Cc1cc2cc3c(cc2[nH]c1=O)OCO3
  -3, -3, 2, -5, 1.6, 1, 3
N#Cc1ccc(-c2ccc3c(c2)[C@@H]2[C@@H](CCN2C(=O)c2ccc4c(c2)OCO4)[C@@H](CO)N3)cc1
  -9, 5, 16, -1, 2.4, -1[16.7 µM], 2
CCOC(=O)C1=CN(Cc2ccco2)S(=O)(=O)N(C)C1c1ccccc1 (stereo not drawn)
  7, -13, -5, 0, 0.9, ., -14
C[C@H]1CCCCO[C@@H](CN(C)CC2CCCCC2)[C@@H](C)CN([C@@H](C)CO)C(=O)c2cc(NC(=O)C3CCCCC3)ccc2O1
  -5, -11, -10, -8, -1.5, -13[16.7 µM], .
CCOc1ccc(NC(=O)CCC(=O)Nc2nnc(CC)s2)cc1
  -1, -2, 8, -6, 1.2, -2, 4
Cc1ccccc1S(=O)(=O)N1CCCCN2[C@H](C1)[C@@H](c1ccc(-c3cncnc3)cc1)[C@@H]2CO
  -9, -5, -1, ., 0.0, -1[16.7 µM], .
C=CCN(c1ccccc1)S(=O)(=O)c1cccc(C(=O)NC2CCC(O)CC2)c1 (stereo not drawn)
  5, 6, 3, -2, 1.0, ., 1
OC(COc1ccc(Br)cc1)Cn1ccnc1 (stereo not drawn)
  -10, 1, -10, 10, -0.5, ., -5
CN1CCN(NC(=O)c2cccc(S(=O)(=O)N3CCCCCC3)c2)CC1
  -10, 58*, 5, -3, 0.9, 2, 2
Cc1occc1-c1nnc(SCC(=O)Nc2nccs2)n1Cc1ccco1
  ., ., 2, ., ., -2, 4
CC(Sc1nc2ccccc2c(=O)n1CC1CCCO1)C(=O)NC(C)c1ccccc1 (stereo not drawn)
  ?, 10, -4, 2, -0.3, ., -4
O=C(CCNS(=O)(=O)c1ccccc1C(F)(F)F)N1CCN(c2ccccc2O)CC1
  19, 2, 11, 7, -5.9, ., .
COc1ccc(S(=O)(=O)N2CCCN(Cc3cccc(F)c3)CC2)cc1
  ., ., 10, ., ., 8, -3
O=S(=O)(NCc1ccc(F)cc1)c1ccc(-n2cccn2)cc1
  -10, 6, 4, ., 1.5, 21, -4
C[C@H](CO)N1C[C@H](C)[C@@H](CN(C)S(=O)(=O)c2ccc(Cl)cc2)Oc2ccc(NS(C)(=O)=O)cc2C1=O
  ., -2, ., -10, -1.2, 0[16.7 µM], .
CCOc1ccc(Nc2nc(Cc3nnc(SCC(=O)NC4CCCC4)n3C)cs2)cc1
  -4, -2, ., ., ., -2, .
COc1cc(NS(=O)(=O)c2ccc(N)cc2)nc(OC)n1
  9, ., 1, -2, 1.4, 6, -1

Other structures follow:
Results follow in this order: DENV2 CPE rescue, GSIS activator, PAX8 inh HTS, EWS-Fli block, F508del corr, miR122 inh, FN deposition inh
CNC[C@H]1OCCCC[C@@H](C)Oc2ccc(NC(=O)C3CCCCC3)cc2C(=O)N([C@@H](C)CO)C[C@H]1C
  -4, 1, 11, 2, -0.4, 1[16.7 µM], .
CN(C)[C@H]1CCN([C@H]2CS(=O)(=O)N[C@@H]2COCc2ccccc2)C1
  3, 8, -3, -19, -2.4, -3, 1
CCC(=O)N1CC(=O)N2[C@H](CO)[C@@H](c3ccc(-c4ccncc4)cc3)[C@H]2C1
  -11, 11, 9, 2, 0.7, ., .
Cc1cc(N2CCOCC2)n2ncc(-c3ccc(Cl)cc3)c2n1
  -8, ., -175, -17, -3.2, -3, 3
C[C@H](CO)N1C[C@H](C)[C@H](CN(C)S(=O)(=O)c2ccccc2)Oc2ccc(NC(=O)Nc3cccc4ccccc34)cc2CC1=O
  -2, 4, 6, 0, 1.9, -7[16.7 µM], .
CC(OC(=O)c1oc2ccccc2c1COc1ccccc1)C(N)=O (stereo not drawn)
  -4, -7, -7, 6, 1.8, -6, 8
CC1=NCCN1S(=O)(=O)c1c(C(C)C)cc(C(C)C)cc1C(C)C
  ., -34, -9, 2, 1.5, 71, -23
COc1ccc(S(=O)(=O)NC2CCCCCC2)cc1C(N)=O
  0, 3, 2, ., -0.6, 32, -1
CC(=O)c1c(C)[nH]c(C(=O)Nc2ccc(C)cc2Br)c1C
  14, 40, -181, -110, 3.0, 6, -6

From PubChem BioAssay
